Platelet DG rel = platelet dense granule release activity; human platelet-rich plasma, SFLLRN dense granule ATP release, luminescence; inhibition, %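 (compounds screened at 7.5 µM in platelet-rich plasma)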; hit rate 0.22% among 300,000;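 active = mean replicate score, as percent of positive control, at or above 50; inconclusive = mean below 50 but at least one replicate at or above 50; inactive = mean and every replicate below 50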
TRPC6 inhibitor = inhibitors of mouse TRPC6 channel | HEK293-TRPC6, membrane potential dye, ACh-evoked depolarization; active compounds read low | AID 2553 | B-score at 10 µM | hit rate 1.1% among 310,000 | Q61143;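 active = B-score under library mean minus 3 SD, initial fluorescence not abnormally high, positive integrated signal ratio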;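 also: B-score derived from integrated fluorescence ratio over the kinetic read; more negative B-score means stronger inhibition of depolarization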
Target sequence (Q61143 whole entry, looked up): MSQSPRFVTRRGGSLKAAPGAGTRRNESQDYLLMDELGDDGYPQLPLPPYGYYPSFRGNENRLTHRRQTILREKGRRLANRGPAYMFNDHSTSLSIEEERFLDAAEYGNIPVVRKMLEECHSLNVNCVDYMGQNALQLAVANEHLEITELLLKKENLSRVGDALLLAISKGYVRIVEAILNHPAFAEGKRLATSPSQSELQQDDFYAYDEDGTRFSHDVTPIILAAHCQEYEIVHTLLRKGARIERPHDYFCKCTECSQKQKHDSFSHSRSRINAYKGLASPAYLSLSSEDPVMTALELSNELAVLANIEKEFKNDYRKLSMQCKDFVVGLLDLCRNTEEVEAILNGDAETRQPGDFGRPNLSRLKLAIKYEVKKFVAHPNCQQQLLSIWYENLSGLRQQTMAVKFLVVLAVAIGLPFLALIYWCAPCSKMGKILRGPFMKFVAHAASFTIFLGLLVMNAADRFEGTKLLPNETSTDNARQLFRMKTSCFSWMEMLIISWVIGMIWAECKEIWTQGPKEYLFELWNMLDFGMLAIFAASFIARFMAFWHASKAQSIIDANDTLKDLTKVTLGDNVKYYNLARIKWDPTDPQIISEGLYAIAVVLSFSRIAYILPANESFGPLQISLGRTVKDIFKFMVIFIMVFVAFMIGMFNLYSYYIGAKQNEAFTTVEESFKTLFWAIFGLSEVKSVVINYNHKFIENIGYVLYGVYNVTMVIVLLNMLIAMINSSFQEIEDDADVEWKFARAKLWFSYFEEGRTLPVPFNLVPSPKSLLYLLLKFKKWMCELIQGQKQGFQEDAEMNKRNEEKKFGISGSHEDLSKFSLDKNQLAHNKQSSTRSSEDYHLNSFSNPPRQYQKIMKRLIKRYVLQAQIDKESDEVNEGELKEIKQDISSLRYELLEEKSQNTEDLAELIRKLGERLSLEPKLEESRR
MrgX1 ag = human MrgX1 receptor agonism, primary screen; MrgX1-HEK293 cells, Fluo-4 calcium fluorescence, agonist mode; active compounds read high; B-score at 10 µM; hit rate 0.44% among 310,000; AID 588627;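 active = calcium response B-score plate-corrected fluorescence ratio at least 3 library SD, with starting fluorescence B-score inside 5 SD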
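Material: MrgX1-expressing HEK293 cells / Dosing: compound as first of three additions / Incubation: overnight seeding, then 1 h dark dye loading / Signal: Fluo-4 NW calcium fluorescence / Evaluation: B-scored fluorescence response ratio / Benchmarks: positive and negative control wells on each plate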
MrgX1 antagonist = antagonists of human MrgX1 receptor | B-score at 10 µM | AID 588676 | Q96LB2 | MRGX1-HEK293 calcium flux, Fluo-4, BAM8-22 antagonism; active compounds read low | hit rate 1.3% among 310,000;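 active = calcium-response B-score plate-corrected more than 3 library SD below zero, starting fluorescence within 5 deviations, no agonist response on first addition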;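 also: peak minus trough fluorescence over baseline after final BAM8-22 challenge near maximal dose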
MrgX1 PAM = human MrgX1 positive allosteric modulation, primary screen; B-score at 10 µM; AID 588675; MrgX1-HEK293, Fluo-4 calcium flux, FDSS; active compounds read high; hit rate 0.63% among 310,000; Q96LB2;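 active = plate-corrected calcium response at least 3 library SD above typical, normal starting fluorescence, not activating the receptor alone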;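 also: compound read alongside a low EC10 to EC30 dose of BAM8-22 agonist; peak minus trough fluorescence over baseline measured at the second addition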
HIF activator = HIF pathway transcriptional activation; U2OS HRE-luciferase reporter, luminescence; normalized: DMSO 0%, desferrioxamine 100%; activation, % at 7.5 µM (by protocol); hit rate 0.32% among 300,000; AID 1910;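 active = mean activation of at least 10% of the iron chelator positive control signal, with at least half of replicates also reaching 10%; inconclusive = mean and replicate majority disagree about reaching 10%; inactive = mean and most replicates under 10%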
SKKanGAS inh = inhibitors of SKKanGAS S. pyogenes growth in kanamycin (SK-promoter or general growth effect) | BacTiter-Glo, 6 h | inhibition, % at 7.5 µM | hit rate 1.3% among 300,000 | AID 1662;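 active = mean replicate score, as percent of positive control median, at least 50; inconclusive = mean below 50 but one replicate at or above 50; inactive = mean and every replicate below 50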;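 also: strain carries kanamycin resistance gene driven by streptokinase promoter and grows in 40 µg/ml kanamycin; loss of luminescence reflects streptokinase promoter inhibition or plain growth inhibition; 0% = median of DMSO wells and 100% = positive control at its reference dose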
RGS4 inh = inhibitors of human RGS4; B-score at 10 µM; P49798; HEK293 M3R/RGS4 inducible, Fluo-4 calcium flux; active compounds read high; triggered by carbachol at its EC20; hit rate 0.45% among 310,000;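 active = B-score, a plate-corrected calcium signal, over three deviations above library mean, with baseline fluorescence within five deviations of library mean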;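 also: RGS4 expression induced by doxycycline in cells with stable M3 receptor; B-score is computed from the integrated fluorescence ratio over baseline after carbachol; higher B-score means a larger calcium signal and so more RGS4 inhibition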
Target sequence (P49798 whole entry, looked up): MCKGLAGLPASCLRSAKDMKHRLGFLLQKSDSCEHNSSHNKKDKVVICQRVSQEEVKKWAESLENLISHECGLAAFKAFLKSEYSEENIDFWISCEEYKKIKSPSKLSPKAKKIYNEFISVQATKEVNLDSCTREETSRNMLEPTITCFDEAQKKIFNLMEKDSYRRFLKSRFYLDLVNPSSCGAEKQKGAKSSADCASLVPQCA
RGS4 act = RGS4 potentiation or activation; hit rate 0.92% among 310,000; HEK293 M3R/inducible RGS4, carbachol calcium flux Fluo4; active compounds read low; AID 463111; B-score at 10 µM;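 active = B-score of the integrated calcium signal more than 4 SD below the library mean, with starting fluorescence not abnormally high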;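 also: negative B-score means reduced calcium response which marks RGS4 activation or potentiation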
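System: HEK293 FlpIn-TREx cells, stable M3R, doxycycline-inducible RGS4. Timing: overnight RGS4 induction, 30 min dye load 37 °C, 20 min compound RT. Also added: carbachol, ECmax concentration. Measured by: Fluo4 fluorescence kinetic imaging of calcium. Evaluation: integrated calcium ratio converted to B score.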
TRPC4 inh = inhibitors of mouse TRPC4 channel | HEK293 TRPC4beta/mu-opioid, DAMGO-evoked Fluo4 calcium flux; active compounds read low | AID 2247 | Q9QUQ5 | B-score at 10 µM | hit rate 0.39% among 300,000;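 active = B-score over 3 SD under the library average, no early fluorescence shift, positive overall ratio signal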
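material = TRPC4beta/mu-opioid receptor HEK293 cell line | probe or stimulus = sequential submaximal and maximal DAMGO stimulation | compound dosing = one concentration per compound | measured by = Fluo4 Ca2+ flux fluorescence | evaluation = integrated fluorescence ratio relative to baseline, converted to per-well B score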
TRPC6 act = activators of mouse TRPC6 channel; Q61143; HEK293-TRPC6 membrane potential dye fluorescence; active compounds read high; B-score at 10 µM; hit rate 0.13% among 310,000;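 active = B-score of the integrated fluorescence ratio above library mean plus 3 SD, and starting fluorescence ratio within library mean plus 5 SD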;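 also: higher score means more depolarization so channel activation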
An asterisk follows results filed as active; i = inactive; ? = inconclusive; · = no result given.

SMILES	Platelet DG rel	TRPC6 inhibitor	MrgX1 ag	MrgX1 antagonist	MrgX1 PAM	HIF activator	SKKanGAS inh	RGS4 inh	RGS4 act	TRPC4 inh	TRPC6 act
O=C1CNC(=O)N1CC(O)Cn1c2ccccc2c2ccccc21 (configuration not stated)	-2	i	i	i	i	-0.2	-1	i	i	i	i
COc1ccc(OC)c(N(CC(=O)O)S(=O)(=O)c2ccc(OC)c(OC)c2)c1	-4	i	i	i	i	-0.4	-1	i	i	i	i
Cc1ccc(S(=O)(=O)N2CCC(c3nc4c(nnn4Cc4ccccc4)c(=O)[nH]3)CC2)cc1	-1	i	i	i	i	-0.4	5	i	i	i	i
CC1=CCC2C(=O)N(c3ccc(C(=O)N4CCCCCC4)cc3)C(=O)C2C1 (configuration not stated)	1	i	i	i	i	-0.4	2	i	i	i	i
Cc1ccc(-n2nc3c(c2NC(=O)c2ccccc2)CS(=O)(=O)C3)cc1C	8	i	i	i	i	0.9	6	i	i	i	i
COc1cc(NC(=S)NC(C)=O)ccc1NC(=O)C(C)C	7	i	i	i	i	1.2	-2	i	i	i	i
CSc1ccc(CN2C(=O)NC3(CCCCCCC3)C2=O)cc1	0	i	i	i	i	0.1	-6	i	i	·	i
CCN(CC(=O)Nc1c(F)cccc1F)C(=O)CN1c2cccc3cccc(c23)S1(=O)=O	6	i	i	i	i	0.3	0	i	i	i	i
CCNc1nc(NCC)n2c(SCC(=O)c3ccccc3Cl)nnc2n1	2	i	i	i	i	0.6	4	i	i	i	i
N#Cc1cccc(Cn2cc(C(F)(F)F)ccc2=O)c1	4	i	i	i	i	-0.2	3	i	i	i	i
Cc1nc(C(=O)N2CCC(n3nccc3NC(=O)Nc3ccccc3Cl)CC2)cs1	-14	i	i	i	i	-0.1	-13	i	i	i	i
CC(=O)c1ccc(NC(=S)NC(C)c2ccc(Cl)cc2Cl)cc1 (configuration not stated)	-8	i	i	-10*	i	0.1	22	i	i	i	i
O=C(c1ccncc1)N1CCCC(N2CCN(c3cccc(C(F)(F)F)c3)CC2)C1 (configuration not stated)	2	i	i	i	i	-1.3	·	i	i	i	i
CC(C)CNC(=S)N1CCC(C(=O)c2ccc(F)cc2)CC1	-6	i	i	i	i	-2.2	-1	i	i	i	i
CCc1ccc2[nH]c3nc(N/N=C/c4cccc(O)c4)nnc3c2c1	4	i	i	i	i	0.5	-4	i	i	i	i
COc1ccc(NS(=O)(=O)c2cc3c4c(c2)C(C)C(=O)N4CCC3)cc1 (configuration not stated)	13	i	i	i	i	-0.3	1	i	i	i	i
CCOC(=O)N1CCN(C(=O)CCSc2ccc(Cl)cc2)CC1	1	i	i	i	i	1.0	3	i	i	i	i
CN(C)Cc1c(O)ccc2c(=O)c(-c3ccc(Cl)cc3)coc12	0	i	i	i	i	0.1	0	i	i	i	i
CCOC(=O)/C(C(=O)Nc1ccccc1Cl)=C1/NC(C)(C)Cc2ccccc21	-2	i	i	i	i	-0.3	1	i	i	i	i
O=C(Nc1nnc(-c2ccc(F)cc2)o1)c1ccc(S(=O)(=O)N2CCOCC2)cc1	10	i	i	i	i	-0.1	15	i	i	i	i
NS(=O)(=O)c1ccc(NC(=S)NCc2ccccc2Cl)cc1	-5	i	i	i	i	0.2	3	i	i	i	i
COc1ccc(OCCCC(=O)Nc2nnc(C3CCCO3)s2)cc1 (configuration not stated)	11	i	i	i	i	-0.1	1	i	i	i	i
Cc1cccc(NC(=O)CS(=O)(=O)c2cn(CC(=O)N3CCOCC3)c3ccccc23)c1	-4	i	i	i	i	·	-4	i	i	i	i
COc1ccc(NC(=S)NC2CC3CCC2C3)c(OC)c1 (configuration not stated)	10	i	i	i	i	0.1	-7	i	i	i	i
COc1ccc(NC(=O)c2sc3nc(C)nc(N4CCN(c5ccccn5)CC4)c3c2C)c(OC)c1	-2	i	i	i	i	-1.1	1	i	i	i	i
(next part)
SMILES	Platelet DG rel	TRPC6 inhibitor	MrgX1 ag	MrgX1 antagonist	MrgX1 PAM	HIF activator	SKKanGAS inh	RGS4 inh	RGS4 act	TRPC4 inh	TRPC6 act
Cc1ccccc1OCC(=O)N/N=C1\SCC(=O)N1Cc1ccccc1	2	i	i	i	i	0.1	13	i	i	i	i
CCc1c(C)sc(NC(=O)c2ccco2)c1C#N	-5	i	·	·	·	1.0	-3	i	i	i	i
Cc1c(Cl)cccc1NC(=S)Nn1cnnc1	-16	i	i	i	i	-0.1	-10	i	i	i	i
O=C(CSc1nnc(-c2n[nH]c3ccccc23)n1-c1ccccc1)Nc1ccccc1Cl	2	i	i	i	i	-0.1	12	i	i	i	i
COc1ccccc1NC(=O)N1CCCC1C(=O)Nc1ccc(NC(C)=O)cc1 (configuration not stated)	0	i	i	i	i	1.1	1	i	i	i	i
O=C(Nc1ccc(Cl)cc1)NC1CCCC1Cc1ccco1 (configuration not stated)	-3	i	i	i	i	0.2	22	i	i	i	i
COc1cc(/C=C(\C#N)C(=O)N2CCCCC2)ccc1O	1	i	i	i	i	0.5	3	i	i	i	i
CN(C)CC(C)(C)CNS(=O)(=O)CC12CCC(CC1=O)C2(C)C (configuration not stated)	-1	i	i	i	i	-1.0	-7	i	i	i	i
CCC(Sc1nc2n[nH]c(C)c2c(=N)n1-c1cc(Cl)ccc1C)C(=O)N1CCOCC1 (configuration not stated)	-12	i	i	i	i	-0.5	-3	i	i	i	i
Cc1ccc(C(=O)N2CCC(C)CC2)cc1S(=O)(=O)N1CCCCC1	8	i	i	i	i	-1.9	20	i	i	i	i
CC(=O)N(CC(C)(C)CC=C(C)C)c1ccccc1	1	i	i	i	i	-0.1	-4	i	i	i	i
COc1ccccc1-n1c(=O)[nH]c2c(C(N)=O)nc(C3CCCCC3)nc21	4	i	i	i	i	-0.2	4	i	i	i	i
N#CC1=C(N)Oc2c(oc(CO)cc2=O)C1c1cccs1 (configuration not stated)	4	i	i	i	i	-0.2	-3	i	i	i	i
CCc1ccc2c(c1)C(=O)C(=O)N2CCS(=O)(=O)c1ccccc1	7	i	i	i	i	0.7	0	i	i	i	i
COC(=O)c1cc(-c2c(C)oc3cc(O)ccc3c2=O)c(C)o1	10	i	i	i	i	-0.6	-4	i	i	i	i
O=C(c1ccc2c(c1)OCO2)N1CCC2(CC1)Oc1ccc(F)cc1C(=O)C21CC(c2ccc(Cl)cc2)=NO1 (configuration not stated)	3	i	i	i	i	-0.2	8	i	i	i	i
Cc1ccc(C(=O)N/C(=C/c2cccnc2)C(=O)O)cc1	0	i	i	i	i	0.3	-8	i	i	i	i
CC(=O)c1ccc(OCc2cc(C(=O)N3CC4C[C@@H]5CC3C[C@H](C4)C5)no2)cc1	-6	i	i	i	i	4.3	-1	i	i	i	i
CS(=O)(=O)N(CC(=O)Nc1ccc2c(c1)OCO2)c1ccc2c(c1)OCO2	2	i	i	i	i	-0.1	2	i	i	i	i
Cc1ccc(C)c(N2CCN(S(=O)(=O)c3ccc4c(c3)NC(=O)CS4)CC2)c1	7	i	i	i	i	-0.2	25	i	i	i	i
NC(=O)c1nsc(C(=O)N(CC(=O)NCc2ccc3c(c2)OCO3)C2CCCCC2)c1N	-2	i	i	i	i	0.8	6	i	i	i	i
O=C(O)c1ccc(N2C(=O)CSC2=S)cc1	17	i	i	i	i	?	2	i	i	i	i
O=C(NNC(=O)C1[C@H]2CCCC[C@@H]12)NC1CCCCC1 (some centres not stated)	-1	i	i	i	i	0.1	2	i	i	i	i
Cc1c(Br)c([N+](=O)[O-])nn1CC(=O)c1ccccc1	4	i	i	i	i	0.3	-14	i	i	i	i
COc1ccccc1Nc1nc(N)nc(CSC(=S)N2CCC(C)CC2)n1	6	-5.5*	i	i	i	-0.1	1	i	i	i	i
(list continues)
SMILES	Platelet DG rel	TRPC6 inhibitor	MrgX1 ag	MrgX1 antagonist	MrgX1 PAM	HIF activator	SKKanGAS inh	RGS4 inh	RGS4 act	TRPC4 inh	TRPC6 act
CCCCn1c(O)c(N=NC(=O)c2ccccc2NS(=O)(=O)c2cccs2)c2ccccc21	-3	i	i	i	i	-0.1	71*	i	i	i	i
CC(NC(=O)CCNC(=O)c1ccc(Br)cc1)c1ccc(S(N)(=O)=O)cc1 (configuration not stated)	10	i	i	i	i	2.3	-2	i	i	i	i
NC(=O)[C@H]1CC2(CC(c3cccc(NC(=O)CC(c4ccccc4)c4ccccc4)c3)=NO2)CN1C(=O)c1ccccc1C(=O)c1ccccc1 (some centres not stated)	0	i	i	i	i	0.0	29	i	i	i	i
O=C(NCc1cccnc1)/C(=C\c1ccc(-c2cccc(Cl)c2)o1)S(=O)(=O)c1ccccc1	8	i	i	i	i	-6.5	-6	i	i	i	i
Cc1nc(NC(=O)c2cc3ccccc3o2)sc1C	7	i	i	i	i	-1.7	-3	i	i	i	i
COc1ccc(C(=O)Nc2ccccc2C(=O)N2CCOCC2)cc1Br	-8	i	i	i	i	-0.1	13	i	i	i	i
CCN1CCN(C(=O)c2ccccc2NS(=O)(=O)c2ccc(Cl)cc2)CC1	1	i	i	i	i	-0.7	2	i	i	i	i
CC1CCCC(NC(=O)c2ccc3c(SCC(=O)O)c4c(nc3c2)CCC4)C1C (configuration not stated)	-10	i	i	i	i	0.2	-17	i	i	i	i
Cc1ccc(S(=O)(=O)NCCCCCC(N)=O)cc1	1	i	i	i	i	-0.5	-2	i	i	i	i
CCn1c(SCc2cccc(C(=O)O)c2)nnc1-c1ccccc1	?	i	i	i	i	0.2	5	i	i	i	i
COc1ccc(NC(=O)c2cc(Br)ccc2Cl)c([N+](=O)[O-])c1	-1	i	i	i	i	-0.3	2	i	i	i	i
CC(C)(C)NC(=O)NC(=O)COC(=O)c1ccco1	25	i	i	i	i	-0.1	5	i	i	i	i
COC(=O)C1=CN(CCOC23CC4CC(CC(C4)C2)C3)C=C(C(=O)OC)C1c1ccsc1	4	i	i	i	i	-2.3	6	i	i	i	i
Cc1ccc2[nH]c3c(=O)n(CC(=O)NCCCN(C)Cc4ccccc4)ncc3c2c1	-11	i	i	i	i	66*	6	i	i	i	i
CNC(=S)N/N=C(\C)c1ccccc1	-7	i	i	i	i	0.3	-3	i	i	i	i

Assay outcomes from PubChem BioAssay.

Hits appear at their usual frequency, and some 6.1% of all compounds hit somewhere here.
